Screens deposited in PubChem BioAssay by The Scripps Research Institute Molecular Screening Center.
SRC1 TRFRET art: TR-FRET artefact, counter-screen to PPARgamma/SRC-1 agonist assay; TR-FRET detection artefact counter-screen, emission ratio; active compounds read high; TR-FRET ratio at 8 µM; hit rate 0.34% among 99,000; AID 1051; in the data active = TR-FRET ratio above about 2300; also: inactives centre near 1800; reference of the scale not given here
SRC3 TRFRET art: counter-screen for PPARgamma SRC-3 recruitment agonists: TR-FRET artefact; hit rate 0.39% among 99,000; PPARgamma/SRC-3 format; active compounds read high; TR-FRET ratio at 8 µM; in the data active = TR-FRET ratio above about 2000; also: inactives centre near 1600; reference of the scale not given here
An asterisk follows results filed as active.

SMILES | SRC1 TRFRET art | SRC3 TRFRET art
Cc1nc2ccccc2c(=O)n1-c1ccc(F)cc1 | 1587 | 1445
COc1ccccc1N1CCN(Cc2ccccc2F)CC1 | 1906 | 1710
Fc1ccccc1CCNCc1ccccc1 | 1736 | 1586
CC12CCCCC1=NC(c1ccc(Br)cc1)N2O (stereo not drawn) | 1839 | 1627
CC(Cc1ccccc1)NC(=O)CN1CCCC1=O (stereo not drawn) | 1550 | 1564
Cc1cccc(N2C(=O)NC(=O)/C(=C/c3cc4c(cc3[N+](=O)[O-])OCO4)C2=O)c1 | 1972 | 1527
CCN(CC)C(=O)c1ccc(NC(=O)Nc2ccccc2F)cc1 | 1980 | 1744
CC(C)[C@H]1C(=O)O[C@H](C(C)C)C(=O)N(C)[C@@H](C(C)C)C(=O)O[C@H](C(C)C)C(=O)N(C)[C@@H](C(C)C)C(=O)O[C@H](C(C)C)C(=O)N1C | 1862 | 1640
OC1/C(=C/c2ccccc2C(F)(F)F)N2CCC1CC2 (stereo not drawn) | 1812 | 1472
CC(C)(C)C(=O)NC1CCSC1=O (stereo not drawn) | 1711 | 1560
O=[N+]([O-])/C(Cl)=C1\NCCN1Cc1ccc(Cl)nc1 | 1538 | 1603
N=C1c2ccccc2CN1NC(=O)c1ccccc1 | 1847 | 1545
O=c1oc2ccccc2c(O)c1C(c1ccc([N+](=O)[O-])cc1)c1c(O)c2ccccc2oc1=O | 1758 | 1636
COc1ccccc1N=C1SCCCN1C | 1784 | 1360
Cc1ccc(-c2nc3ccccc3c(=O)n2-c2ccc(Br)cn2)cc1 | 2037 | 1692
COc1ccc(-c2cc(=Nc3ccccc3)c3cc(C)ccc3o2)cc1 | 2615* | 1387
O=C(OCC(=O)c1ccc([N+](=O)[O-])cc1)/C(=C/c1ccc(Cl)cc1)NC(=O)c1ccccc1 | 2068 | 1427
CC1CCN(CC(=O)c2ccccc2Cl)CC1 | 1859 | 1820
COc1ccc(-c2cc(=O)c3c(OC)c(OC)c(OC)cc3o2)cc1 | 1949 | 1456
COc1ccc(Cc2nccc3cc(OC)c(OC)cc23)cc1OC | 1857 | 1987
O=C(CN1CCN(c2ccccc2F)CC1)Nc1cccnc1Cl | 2053 | 1718
Fc1ccc(CCNCc2ccc(Br)cc2)cc1 | 1744 | 1538
Cc1cc(C)cc(-n2c(O)c(C=Nc3ccc(N4CCOCC4)cc3)c(=O)[nH]c2=S)c1 | 2034 | 1913
Cc1c(C(=O)C(=O)N2CCC3(CC2)OCCO3)c2ccccc2n1C | 1810 | 1628
O=C(C[N+]12CCC(CC1)C(CO)C2)c1ccc([N+](=O)[O-])cc1 (stereo not drawn) | 1960 | 1581
CC(=O)NC(Cc1ccc(N(CCCl)CCCl)cc1)C(=O)NC(CC(C)C)C(=O)O (stereo not drawn) | 1722 | 1657
Cc1ccsc1C(=O)C1CCCN(Cc2sc(N(C)C)nc2Cl)C1 (stereo not drawn) | 1875 | 1595
C=CCNC(=S)/N=C/c1c(O)[nH]c(=O)[nH]c1=O | 2103 | 1787
Cc1nn(CC(C)C)c(Cl)c1C(=O)O | 1715 | 1455
CCOC(=O)c1ccc2c(c1)n(Cc1ccccc1)c(C)[n+]2CC | 1727 | 1564
O=C(c1cc(C(=O)NCc2ccccc2)c(=O)n(Cc2ccccc2)c1)c1cc(Cl)ccc1O | 1968 | 1934
CC(C)CN1CCN(Cc2cccc3c2OCO3)CC1CCO (stereo not drawn) | 1889 | 1395
OCC#CC[N+]1(CC#Cc2ccccc2)CCCC1 | 1788 | 1736
CN(CCc1nnc(N)s1)[N+](=O)[O-] | 1949 | 1600
CCC1(CCCC(=O)c2ccc(F)cc2)C(=O)NC(=S)NC1=O | 1915 | 1765
CCNc1cc(N2CCN(C)CC2)ccc1[N+](=O)[O-] | 1812 | 1504
Cc1c2ccncc2c(C)c2c1[nH]c1ccccc12 | 2068 | 1767
O=c1cccc2n1CC1CC2CN(Cc2cccc(Cl)c2Cl)C1 (stereo not drawn) | 1815 | 1806
CN1CCN(c2ccc(S(C)(=O)=O)cc2[N+](=O)[O-])CC1 | 1661 | 1438
O=Cc1cn(CCCOc2ccccc2)c2ccccc12 | 1665 | 1705
CC12CCC3C(CC=C4CC(O)CCC43C)C1C/C(=C\c1ccccc1F)C2=O (stereo not drawn) | 1986 | 1361
COc1cccc([C@@]2(O)CCCC[C@@H]2CN(C)C)c1 | 1972 | 1481
COc1ccccc1OCC#CCN1CCCC(C)C1 (stereo not drawn) | 1764 | 1702
CN(C)CCN=Cc1c(O)n(-c2cccc(C(F)(F)F)c2)c(=O)[nH]c1=O | 1746 | 1511
Cc1cccc(N2C(=O)NC(=O)/C(=C/c3ccc([N+](=O)[O-])o3)C2=O)c1 | 1895 | 1683

Structures listed so far containing four or more nitrogen atoms, in the order listed:
SMILES | SRC1 TRFRET art | SRC3 TRFRET art
O=[N+]([O-])/C(Cl)=C1\NCCN1Cc1ccc(Cl)nc1 | 1538 | 1603
O=C(CN1CCN(c2ccccc2F)CC1)Nc1cccnc1Cl | 2053 | 1718
Cc1cc(C)cc(-n2c(O)c(C=Nc3ccc(N4CCOCC4)cc3)c(=O)[nH]c2=S)c1 | 2034 | 1913
C=CCNC(=S)/N=C/c1c(O)[nH]c(=O)[nH]c1=O | 2103 | 1787
CN(CCc1nnc(N)s1)[N+](=O)[O-] | 1949 | 1600
CCNc1cc(N2CCN(C)CC2)ccc1[N+](=O)[O-] | 1812 | 1504
CN(C)CCN=Cc1c(O)n(-c2cccc(C(F)(F)F)c2)c(=O)[nH]c1=O | 1746 | 1511

Later entries:
SMILES | SRC1 TRFRET art | SRC3 TRFRET art
O=C(c1ccc(Cl)cc1)C1CCCN(C2CCSCC2)C1 (stereo not drawn) | 1850 | 1586
CN(C)c1cccc2c(C#N)ccc(N(C)C)c12 | 1593 | 1499
CCN(CC)c1nc2c(C)cccn2c(=O)c1C=C1C(=O)NC(=O)NC1=O | 1960 | 1739
CSc1ncc(/C=C2/C(=O)NC(=O)N(c3ccc(C)cc3)C2=O)cn1 | 1384 | 1530
CN(C)c1ccc([P+](=O)c2ccc(N(C)C)cc2)cc1 | 1744 | 1539
CC(=O)c1ccc(OC(C)C)c(Cc2c(O)[nH]c(=S)[nH]c2=O)c1 | 1602 | 1628
CN1C[C@H](CNC(=O)OCc2ccccc2)C[C@@H]2c3cccc4c3c(cn4C)C[C@H]21 | 1693 | 1704
N#CCCn1cc(C(=O)Nc2ccccc2Cl)c(-c2ccc([N+](=O)[O-])cc2)n1 | 1884 | 1575
CCN1CCN(c2ccc([N+](=O)[O-])cc2C=C2C(=O)NC(=O)NC2=O)CC1 | 1710 | 1465
O=C(c1n[nH]c(=O)c2ccccc12)N1CCC2(CC1)OCCO2 | 1862 | 1436
CCC(=O)N1N=C2C3CCN(CC3)C2C1c1ccc(C)cc1 (stereo not drawn) | 1836 | 1686
COC(=O)OCC12CCC(O1)C1(C)C(=O)OCC21 (stereo not drawn) | 1906 | 1603
COc1cccc(CNCCc2c[nH]c3ccccc23)c1OC | 1558 | 1677
NCCc1nc2ccccc2s1 | 1413 | 1468

A second format for 4 compounds above:
SMILES	SRC1 TRFRET art	SRC3 TRFRET art
CSc1ncc(/C=C2/C(=O)NC(=O)N(c3ccc(C)cc3)C2=O)cn1	1384	1530
O=C(c1n[nH]c(=O)c2ccccc12)N1CCC2(CC1)OCCO2	1862	1436
CCC(=O)N1N=C2C3CCN(CC3)C2C1c1ccc(C)cc1 (stereo not drawn)	1836	1686
NCCc1nc2ccccc2s1	1413	1468

Some of the compounds tested; count on the stated rates, not on these rows.
